PPARg SRC-3 ag – agonists of human PPARgamma SRC-3 coactivator recruitment. AID 731. biochemical PPARgamma/SRC-3 coactivator recruitment assay. activation, % at 8 µM. 200,000 tested, 0.26% active. P37231; in the data active = activation above about 23%;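 note: 0% = DMSO and 100% = reference agonist; some compounds past the cut are filed as inactive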
Target sequence (P37231 whole entry, looked up): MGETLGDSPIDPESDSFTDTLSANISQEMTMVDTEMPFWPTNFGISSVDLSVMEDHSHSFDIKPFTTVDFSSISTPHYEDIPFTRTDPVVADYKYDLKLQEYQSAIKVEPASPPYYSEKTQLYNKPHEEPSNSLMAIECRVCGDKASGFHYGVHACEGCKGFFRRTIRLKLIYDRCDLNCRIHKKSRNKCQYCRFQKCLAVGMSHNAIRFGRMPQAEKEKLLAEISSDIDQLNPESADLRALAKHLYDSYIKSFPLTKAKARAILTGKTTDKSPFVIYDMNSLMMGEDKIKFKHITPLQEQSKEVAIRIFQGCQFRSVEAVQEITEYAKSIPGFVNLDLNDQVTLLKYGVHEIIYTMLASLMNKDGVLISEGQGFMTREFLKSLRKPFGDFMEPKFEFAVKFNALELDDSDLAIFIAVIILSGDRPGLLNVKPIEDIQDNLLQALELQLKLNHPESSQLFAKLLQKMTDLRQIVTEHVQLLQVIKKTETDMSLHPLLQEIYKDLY
SRC2 TRFRET art – TR-FRET artefact, counter-screen to PPARgamma/SRC-2 agonist assay; TR-FRET ratio at 8 µM; 200,000 tested, 0.4% active; hits give high values; in the data active = TR-FRET ratio above about 2000; note: inactives centre near 1500; reference of the scale not given here
L major viab – reduces viability of Leishmania major promastigotes; inhibition, % at 10 µM; 200,000 tested, 9% active; AID 1063; resazurin fluorescence viability; in the data active = inhibition above about 50%;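 note: promastigotes grown with compound for 44 hours at 28 °C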
PPARg SRC2 recr – PPARgamma-driven SRC-2 recruitment agonism. 200,000 tested, 0.34% active. P37231. PPARgamma LBD-SRC-2 recruitment, biochemical. activation, % at 8 µM; in the data active = activation above about 22%;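 note: 0% = vehicle and 100% = reference agonist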
RAM inhibit – yeast RAM network inhibition; S. cerevisiae dse1pr::URA3 reporter, 5-FOA growth OD615, 2 d; analog-sensitive cbk1-as2 kinase mutant strain; inhibition, % at 50 µM; 190,000 tested, 1.8% active; AID 868;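 active = inhibition above a set limit, 3 SD over mean compound inhibition, cut at about 8.4% in these data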;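 note: 0% = DMSO-only wells with no growth and 100% = 10 µM 1-NA-PP1 full growth; inhibition rescues growth on 5-FOA so higher OD means more RAM inhibition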
bIAP inhibitor – blocks bovine intestinal alkaline phosphatase activity. purified bovine IAP, CDP-star luminescence, 30 min. inhibition, % at 20 µM. 190,000 tested, under 10 active. AID 1019;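 active = over 50% inhibition of intestinal alkaline phosphatase at 20 µM in the single-dose screen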
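Assay system: bovine IAP enzyme; medium: DEA buffer 100 mM, pH 9.8, with MgCl2 1.0 mM, ZnCl2 0.02 mM; doses: 20 µM single dose; incubation: enzyme reaction for 30 min at room temperature; detection: CDP-star luminescence signal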
Redox H2O2 prof – compounds producing H2O2 with reducing agent – biochemical, NIH compound library profiling, artefact control for MLSCN library redox annotation, primary screen; DTT-dependent redox cycling H2O2, phenol red/HRP absorbance; 100% = 100 µM peroxide control, 0% = buffer; activation, % at 10 µM; 200,000 tested, 0.03% active; AID 878;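 active = activation of at least 50% relative to the plate's high and low controls in the primary single-dose screen; inactive = activation below 50%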;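 note: compound incubated with DTT at 0.8 mM final as the reducing agent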
HMGR II inh – E. faecalis class II HMG-CoA reductase inhibition | purified E. faecalis HMGR, NADPH absorbance 340 nm kinetic | inhibition, % at 10 µM | 190,000 tested, 0.41% active | AID 1066;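 active = inhibition above a set limit, the median over all tested compounds plus 3 SD, cut at about 9.5% in these data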;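 note: enzyme runs in reverse so mevalonate oxidation gives rising NADPH absorbance; 0% = complete reaction with DMSO and 100% = background rate lacking mevalonate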
S1P3 antagonist – antagonists of human S1P3 receptor; AID 485; Q99500; CHO S1P3 NFAT-BLA reporter, FRET fluorescence, antagonist mode; inhibition, % at 4.98 µM; 170,000 tested, 0.27% active;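 active = inhibition above the plate cutoff, the mean inhibition of test wells on that plate plus 3 SD, cut at about 28% in these data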;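 note: cells challenged with S1P at its EC80 of 0.8 µM; blue over green emission ratio from cleaved BLA substrate after 4 h stimulation; 0% = S1P-stimulated wells and 100% = unstimulated DMSO-only wells; some compounds past the cut are filed as inactive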
Target sequence (Q99500 whole entry, looked up): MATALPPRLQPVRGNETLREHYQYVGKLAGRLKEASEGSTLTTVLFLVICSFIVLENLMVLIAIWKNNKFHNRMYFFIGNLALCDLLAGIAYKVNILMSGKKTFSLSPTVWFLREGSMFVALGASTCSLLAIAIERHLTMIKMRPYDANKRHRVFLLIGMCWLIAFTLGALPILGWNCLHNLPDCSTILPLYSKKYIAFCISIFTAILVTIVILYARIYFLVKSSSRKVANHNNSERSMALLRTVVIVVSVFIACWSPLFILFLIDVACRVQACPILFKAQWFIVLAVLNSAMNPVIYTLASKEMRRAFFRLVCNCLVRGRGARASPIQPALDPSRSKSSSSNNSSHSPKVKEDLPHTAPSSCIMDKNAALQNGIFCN
ROMK mod – human ROMK K+ channel modulation, primary screen. P48048. 130,000 tested, 2% active. Tet-inducible ROMK, thallium flux fluorescence; actives lie on both sides. B-score at 10 µM;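 active = signal ratio slope over the read window, or its plate-corrected B-score, at least 3 SD from the plate mean, either direction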;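 note: B-score of the F/F0 ratio slope over 7 to 12 s after thallium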
PPARg SRC1 recr – promotes SRC-1 coactivator recruitment by human PPARgamma. P37231. PPARgamma-SRC-1 coactivator recruitment biochemical assay. activation, % at 8 µM. 200,000 tested, 0.41% active; in the data active = activation above about 19%;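 note: 0% = DMSO and 100% = reference agonist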
* marks the source's active call; other numbers are inactive results; / = not tested or not shown.

SMILES | PPARg SRC-3 ag | SRC2 TRFRET art | L major viab | PPARg SRC2 recr | RAM inhibit | bIAP inhibitor | Redox H2O2 prof | HMGR II inh | S1P3 antagonist | ROMK mod | PPARg SRC1 recr
COC(=O)c1sccc1NC(=O)COc1ccc(C)cc1 | -2 | 1563 | -5 | -2 | 5.8 | 3 | -0.4 | -1 | -17 | -0.1 | -3
CC(=O)C1=C(O)C(=O)OC1c1ccc(C)cc1 (stereo not drawn) | 1 | 1539 | -3 | 1 | -0.4 | 13 | -0.1 | 0 | -12 | / | 2
Oc1ccc2ccccc2c1C=NC12CN3CCN(CN(C3)C1)C2 | -4 | 1480 | -8 | -4 | 0.3 | 10 | 0.5 | -2 | / | / | 3
COc1ccc(CC(=O)NCc2ccc3c(c2)cc(C)n3C)cc1 | 3 | 1563 | 0 | 0 | 4.4 | 13 | -8.9 | -1 | -14 | -0.38 | 2
CCOc1ccc(-c2noc(CCC(=O)NC)n2)cc1OCC | -2 | 1563 | -4 | 5 | 0.7 | 0 | -1.2 | 0 | -22 | / | 2
Cc1cnc(NC(=O)c2cc3ccccc3o2)s1 | 2 | 1464 | -2 | -8 | 4.1 | -3 | -0.8 | 30* | 3 | -0.07 | 0
O=C(Nc1ccc(-c2nc3ccccc3o2)cc1)c1ccc2c(c1)OCO2 | 3 | 1549 | -1 | -3 | 5.8 | 10 | 15 | 0 | 17 | -0.77 | 1
CCC(=O)Nc1ccc(-c2nnc(SCc3ccc(C(=O)Nc4nccs4)cc3)n2CC)cc1 | 7 | 1512 | -2 | 2 | 6.6 | 4 | -3.3 | -2 | / | 0.18 | 1
O=CN1CC(=O)N(c2ccccc2)c2c([nH]c3ccccc23)C1 | -3 | 1381 | 4 | 1 | -0.9 | -1 | -0.3 | -4 | 17 | -0.013 | 3
COc1ccc(-c2nc3ccccc3s2)cc1O | 10 | 1571 | -6 | 8 | 1.1 | 4 | 1.1 | -6 | -10 | -0.064 | -4
CN(C)CCNCc1ccc(OC2CCCC2)cc1 | -1 | 1585 | 50* | 6 | 0.0 | -6 | 0.1 | -2 | / | / | 4
COc1ccccc1N1CCN(C(=O)c2ccc(NS(=O)(=O)c3ccc(C)cc3)cc2)CC1 | 0 | 1680 | 19 | 8 | 1.0 | -18 | -0.3 | -4 | -7 | -0.9 | -1
CCCCOP(=O)(c1ccc(N(C)C)cc1)C(O)c1ccccc1F (stereo not drawn) | -17 | 1534 | 4 | -8 | 0.2 | -3 | 0.2 | 0 | -24 | -0.0038 | -4
O=C(CSc1nc2ccccc2[nH]1)Nc1cc(C(F)(F)F)ccc1N1CCOCC1 | 4 | 1527 | 10 | 8 | 4.0 | -11 | 0.0 | 1 | 5 | -2.3 | -2
Cc1cc(C)nc(SCc2nnc(SCc3ccccc3Cl)o2)n1 | 5 | 1700 | 11 | 10 | -0.4 | 5 | 2.2 | 1 | -10 | / | -3
Cc1cc(C(=O)OCC(=O)N2c3ccccc3NC(=O)C2(C)C)c(C)n1-c1ccccc1 | -6 | 1479 | 22 | -1 | 3.1 | 6 | 0.1 | -5 | -10 | 0.03 | -8
O=C(c1ccccc1)c1sc(N2CCOCC2)nc1-c1ccccc1 | 4 | 1599 | -3 | 5 | 0.0 | 4 | -0.2 | -3 | -2 | -0.36 | 2
COC(=O)c1c(O)cc(C(C)(C)C)n(-c2ccc(F)cc2)c1=O | -4 | 1553 | 63* | 1 | 0.5 | 4 | 0.2 | -2 | 4 | 0.18 | -4
COc1cc(-c2nnc(SCC(=O)NC3CCS(=O)(=O)C3)o2)cc(OC)c1OC (stereo not drawn) | 0 | 1517 | -6 | 5 | 0.9 | -8 | -0.7 | -4 | 4 | -0.42 | 5
O=Cc1ccccc1OCCOc1ccc([N+](=O)[O-])cc1 | 0 | 1487 | 52* | -4 | -0.1 | 3 | 0.2 | -5 | 0 | / | -2
CCc1nnc(NC(=O)CSc2nccn2-c2cccc(C)c2)s1 | -11 | 1405 | -4 | -1 | 1.2 | -6 | -1.0 | -3 | 4 | / | -5
CC1=NN(C(N)=S)C(=O)C1N=Nc1c(C)cc(C)cc1C (stereo not drawn) | -4 | 1412 | 12 | 1 | -0.3 | 1 | 0.5 | -4 | / | / | 4
O=C(CCNC(=O)c1ccccc1Cl)Nc1nc2ccccc2s1 | 1 | 1607 | 3 | 1 | -0.4 | 3 | -0.5 | -3 | -4 | / | 0
Fc1cc(F)cc(NC(=S)N2CCN(c3ncccn3)CC2)c1 | 4 | 1705 | -5 | 7 | 2.3 | 14 | -0.8 | 0 | -1 | -0.43 | 5
CNC(=O)CN(C1CCCCC1)S(=O)(=O)c1ccc(F)cc1 | 5 | 1414 | 0 | -2 | 1.0 | 4 | 0.8 | -1 | 4 | / | -2
CCOc1cc(CNn2nnnc2N)ccc1OCC(=O)NC(C)(C)C | -6 | 1490 | -6 | 10 | 1.2 | 11 | 0.3 | -4 | / | / | 0
COc1c(Cl)cc(Cl)cc1C(=O)n1nc(C)cc1C | 8 | 1716 | -4 | -1 | 1.8 | -6 | 1.6 | -1 | / | / | 3
O=C(NCc1ccccc1Cl)c1ccccc1CCc1ccccc1 | 0 | 1753 | 54* | 9 | 5.7 | -26 | 0.8 | 2 | 4 | -0.035 | 1
CN(C)c1ccc(NC(=O)Oc2ccccc2)cc1 | 91* | 2246* | 6 | 58* | -0.9 | 15 | -0.3 | -7 | / | 2.1 | 15
CCOC(=O)N1CCN(C(=O)c2ccccc2NC(=O)c2ccc(Br)cc2)CC1 | 2 | 1476 | -7 | 4 | 1.6 | 6 | -0.1 | 2 | 6 | / | -2
CCOC(=O)c1c(NC(=S)Nc2ccc(Cl)cc2)sc(C)c1C | 2 | 1461 | -3 | 4 | 4.8 | 39 | 0.3 | -4 | / | 0.57 | 2
CC(=O)N1CCN(c2c(F)c(F)c(C(F)(F)F)c(F)c2F)CC1 | 7 | 1622 | -8 | 6 | 0.1 | -10 | -1.2 | -1 | 1 | 0.45 | -6
COc1cc(-c2nc3ccccn3c2/N=C/c2ccc(F)cc2)ccc1O | 3 | 1636 | 31 | 1 | -1.0 | 0 | -1.4 | -6 | 8 | 0.74 | 10
Cc1ccc(-c2cc(C(F)(F)F)nc(SCC(=O)c3cccc([N+](=O)[O-])c3)n2)cc1 | -2 | 1371 | 5 | -8 | 4.6 | 19 | 2.7 | -6 | / | -0.43 | -2
COc1ccc(Nc2ncc(C(=O)N3CCN(c4ccc(F)cc4)CC3)c3ccccc23)cc1 | 3 | 1418 | 28 | -1 | -0.4 | 2 | 2.5 | -6 | / | / | 3
CCCOP(=O)(OCCC)c1c([N+](=O)[O-])cc(C(F)(F)F)cc1[N+](=O)[O-] | -8 | 1511 | 54* | 4 | 0.5 | 10 | -0.1 | -7 | / | 1.3 | -2
CC(C)Oc1ccc(C(=O)NCc2cccs2)cc1 | 5 | 1648 | -4 | 6 | 1.2 | 10 | -0.1 | -4 | / | -0.4 | -2
O=C(c1cc2n(n1)C(C(F)(F)F)CC(c1ccc(Cl)cc1)N2)N1CCCC1 (stereo not drawn) | -11 | 1462 | 5 | 2 | 4.9 | 2 | 1.9 | -2 | 4 | / | -6
O=C(Nc1ccc([N+](=O)[O-])cn1)c1cc(-c2cccc(Cl)c2)nc2ccccc12 | 2 | 1595 | 6 | 0 | 2.1 | 11 | 0.3 | 0 | -15 | 0.5 | 2
O=C(NCCC1=CCCCC1)C1CCN(S(=O)(=O)c2cccc3nsnc23)CC1 | 6 | 1240 | -3 | -1 | 3.5 | -2 | 2.5 | 1 | -28 | 0.23 | -8
COc1ccc(C(CNC(=O)CN2C(=O)NC3(CC(C)CC(C)(C)C3)C2=O)N2CCOCC2)cc1 (stereo not drawn) | -15 | 1489 | 2 | -1 | 1.4 | 3 | 2.2 | 1 | -34 | 0.61 | -8
COc1cc(OC)cc(C(=O)NC(=S)Nc2ccc(NC(=O)c3ccco3)cc2)c1 | -2 | 1568 | -2 | 10 | 3.9 | 10 | 0.8 | -7 | -2 | / | -10
COc1ccc2c(c1)-c1nc(NC(=O)c3cccs3)sc1CC2 | -2 | 1626 | 27 | -3 | 3.0 | 21 | 0.4 | 4 | 20 | / | 0
CCS(=O)(=O)c1ccc(O)c(NC(=O)/C=C/c2ccccc2)c1 | 6 | 1611 | -19 | 6 | 3.2 | -2 | 0.0 | 0 | -10 | 0.16 | 6
Cc1ccc2c(c1)N(CC(=O)Nc1ccc3c(c1)OCCO3)C(=O)CO2 | -1 | 1598 | -10 | 7 | 1.7 | 1 | 2.7 | 3 | -18 | / | 1
COCCn1c(N2CCN(c3ccccc3)CC2)nc2c1c(=O)n(C)c(=O)n2C | 1 | 1512 | -4 | -8 | 0.2 | 3 | -1.1 | 0 | -1 | / | -7
O=C(CSC1=NCCS1)NCc1ccco1 | 8 | 1651 | -5 | 2 | 2.1 | 2 | -0.5 | -7 | / | -0.0082 | 5
COc1ccc(Nc2cc(C(=O)N3CCc4ccccc4C3)c3ccccc3n2)c(OC)c1 | 1 | 1529 | 56* | -2 | 0.0 | 3 | -1.7 | -3 | 14 | -0.1 | -4
CN(C)S(=O)(=O)c1cc(NC(=O)CN2CCNC(=O)C2)ccc1Cl | 3 | 1438 | 60* | -7 | -0.3 | / | 3.1 | -4 | -16 | 0.5 | -6
COc1cc(/C=C2/C(=N)N3C=CSC3=NC2=O)ccc1OCCCOc1cc(C)ccc1C | -4 | 1471 | 2 | 2 | 2.1 | 6 | 1.9 | 1 | / | / | 11
COc1ccc(Br)cc1S(=O)(=O)n1ccnc1 | 0 | 1517 | 63* | 6 | -0.8 | 7 | -0.3 | -1 | -2 | 0.99 | -3
O=C(Nc1ccccc1NC(=O)c1c(F)c(F)c(F)c(F)c1F)c1c(F)c(F)c(F)c(F)c1F | 6 | 1552 | 5 | 5 | 6.3 | 3 | 2.4 | 2 | -2 | 0.057 | 1
Cc1ccc(N2C(=O)CC(Cc3cccc(C)c3)C2=O)cc1 (stereo not drawn) | 3 | 1462 | -6 | 3 | 2.0 | 2 | 0.6 | -5 | -11 | 0.16 | -3

2 compounds from above with just HMGR II inh, RAM inhibit and PPARg SRC-3 ag.
SMILES,HMGR II inh,RAM inhibit,PPARg SRC-3 ag
COc1ccc(C(CNC(=O)CN2C(=O)NC3(CC(C)CC(C)(C)C3)C2=O)N2CCOCC2)cc1 (stereo not drawn),1,1.4,-15
COc1cc(OC)cc(C(=O)NC(=S)Nc2ccc(NC(=O)c3ccco3)cc2)c1,-7,3.9,-2

Source: PubChem BioAssay (several laboratories)

Rows are unselected; 13% or so of the library scored in one or more.
